Source: PubChem
PNC inhibitor = blocks assembly of the perinucleolar compartment. activity change (PNC), negative = inhibition, % at 10 µM. PC3M PTB-GFP, PNC prevalence imaging, 16 h; stronger effect = lower value. 140,000 tested, 3.1% active;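 active = readout at or below -70, meaning at least 70% loss of cells showing the perinucleolar compartment, a nuclear body marking cancer cells; inconclusive = readout between -30 and a set limit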;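 note: plate controls were DMSO wells for no effect and camptothecin positive control wells for full effect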
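PC3M cells stably expressing PTB-GFP, 750–1000 cells/well, treated 16 h at 37 °C with compound (23 nl of library stock), in duplicate. After paraformaldehyde fixation and Hoechst stain, imaged at 20x; PNC prevalence scored by image analysis.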
IMPase inh = IMPase inhibition in cells; inhibition (IP1 accumulation), % at 46.1 µM; P97697; 120,000 tested, under 10 active; CHO-M1 cells, IP1 accumulation, HTRF TR-FRET ratio; active = well fitted curve in the direction sought with a large enough effect in the signal ratio, not every such curve was filed as active; inconclusive = small, poorly fitted or top-dose-only effect, or a change in a side signal; inactive = no such curve, though single readings can be large or run the other way; the % refers to the signal ratio;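 note: cells stimulated with carbachol in lithium chloride buffer; plate controls were DMSO basal wells for no effect and reference inhibitor wells for full effect; higher means more IMPase inhibition seen as more IP1 and lower FRET ratio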
Target sequence (P97697 whole entry, looked up): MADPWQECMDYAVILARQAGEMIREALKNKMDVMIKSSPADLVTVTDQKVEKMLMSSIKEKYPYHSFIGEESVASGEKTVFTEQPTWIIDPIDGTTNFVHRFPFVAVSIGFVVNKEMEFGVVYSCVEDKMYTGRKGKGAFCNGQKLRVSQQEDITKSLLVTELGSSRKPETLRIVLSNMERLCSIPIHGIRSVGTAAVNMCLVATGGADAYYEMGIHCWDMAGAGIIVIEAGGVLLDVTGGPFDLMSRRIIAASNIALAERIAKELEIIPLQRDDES
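Seeded CHO-M1 cells were dosed with compound at up to 46 uM, stimulated with carbachol for 30 min, then lysed in IP-One detection reagents. Higher IP1 lowers the TR-FRET signal.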
ALOX15B inhib = inhibitors of human 15-lipoxygenase 2 (ALOX15B); O15296; purified 15hLO-2, xylenol orange hydroperoxide absorbance; Potency, µM (series often up to 57.1 µM), inactives show at the top dose activity change, negative = inhibition, actives largely listed as inhibitors; 110,000 tested, 0.56% active; AID 881; note: potency is the fitted concentration of half-maximal effect; nearly all actives have a fitted effect of over 60% in size; many of its hits are not listed in these tables
Target sequence (O15296 whole entry, looked up): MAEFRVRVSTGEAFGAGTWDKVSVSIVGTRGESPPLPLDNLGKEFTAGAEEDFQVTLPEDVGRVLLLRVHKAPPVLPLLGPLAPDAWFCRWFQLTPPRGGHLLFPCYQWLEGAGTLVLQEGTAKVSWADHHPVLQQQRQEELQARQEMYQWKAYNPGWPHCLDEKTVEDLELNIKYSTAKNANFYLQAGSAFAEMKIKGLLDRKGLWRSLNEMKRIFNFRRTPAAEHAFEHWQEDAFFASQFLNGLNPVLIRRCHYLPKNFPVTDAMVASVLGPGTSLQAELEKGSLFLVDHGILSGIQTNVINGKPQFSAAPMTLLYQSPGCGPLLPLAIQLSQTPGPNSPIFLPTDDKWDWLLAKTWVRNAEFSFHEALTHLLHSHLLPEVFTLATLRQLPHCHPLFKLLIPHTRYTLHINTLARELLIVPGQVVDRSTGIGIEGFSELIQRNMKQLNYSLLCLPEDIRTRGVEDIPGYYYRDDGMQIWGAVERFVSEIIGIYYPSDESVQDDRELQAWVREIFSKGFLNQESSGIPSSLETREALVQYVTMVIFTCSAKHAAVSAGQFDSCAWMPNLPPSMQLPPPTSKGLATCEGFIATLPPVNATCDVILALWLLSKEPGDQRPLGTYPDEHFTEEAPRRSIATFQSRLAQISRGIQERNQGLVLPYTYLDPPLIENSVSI
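Enzyme 50 nM, AA 45 uM, 25 mM Hepes pH 7.5 + 0.01% Triton X-100; cpd preinc 15 min RT, rxn 90 min RT; stop/detect with 200 uM XO + 300 uM Fe(II) in 50 mM H2SO4, 30 min; A573/A405.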
ALOX12 inhib = blocks human 12-lipoxygenase activity. 150,000 tested, 0.12% active. AID 1452. Potency, µM (series often up to 57.1 µM), for the others: at the top dose activity change, negative = inhibition, usual class: inhibitors. purified 12-hLO, xylenol orange hydroperoxide absorbance; note: potency is the fitted concentration of half-maximal effect; nearly all actives have a fitted effect of over 55% in size; many of its hits are not listed in these tables
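Purified human 12hLO (150 nM final) was preincubated with compounds for 15 min at room temperature in 25 mM Hepes pH 7.0, 0.01% Triton X-100, then reacted with 40 uM arachidonic acid for 30 min. Hydroperoxide was detected with ferrous iron/xylenol orange.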
The depositor's hits bear a star; ? = inconclusive; · = no result given; [ ] = another dose, or the depositor's remark. Unless noted, calls come from the whole dose curve; as a rule, active = well fitted curve in the direction sought with a large enough effect; inconclusive = small, poorly fitted or top-dose-only effect, or another doubt; inactive = no such curve, though single readings can be large; an effect the other way counts as inactive or inconclusive. Unless noted, % is set by controls: 0 for no effect and ±100 for the full control effect. A portion of the library, so the mix of outcomes need not match the whole.

Compound	IMPase inh	ALOX12 inhib	PNC inhibitor	ALOX15B inhib
CC(=O)N(O)[C@@H]1c2cc(C#N)ccc2OC(C)(C)[C@H]1O	·	1%	·	16%
C=CCOc1ccc2c(CC)cc(=O)oc2c1C	·	-2%	22	·
Cc1ccc(C2/C(=C(/O)c3cnn(-c4ccccc4)c3C)C(=O)C(=O)N2CCN2CCOCC2)o1 (centres undefined)	3	6%	-28	2%
CCOc1ccc2nc(C)cc(Nc3ccc4c(c3)OCCO4)c2c1	14	-10%	25	28%
S=C(Nc1ccc(Oc2ccc(NC(=S)NC3CCCCC3)cc2)cc1)NC1CCCCC1	·	1.3µM*	?	·
CC(C)(C)n1nnnc1C(c1ccccc1F)N1CCN(C2CCCC2)CC1 (centres undefined)	5	1%	34	5%
CCOC(=O)c1ccc2c(c1)N(Cc1ccccc1C)C(=O)c1ccccc1S2=O (centres undefined)	8	4%	18	2%
Cc1ccc(S(=O)(=O)Nc2cccnc2)cc1	6	2%	78	-17%
CCOC(=O)C1CCN(c2nc(-c3ccccc3)nc3c2oc2ccccc23)CC1	-4	-7%	?	8%
COc1ccc(CN2C(=O)c3ccccc3C2C(=O)NCC2CCCO2)c(OC)c1 (centres undefined)	9	-1%	1	-8%
CC(C)C(=O)Nc1ccc(N2CCCC2)cc1	18	-13%	-29	10%
CCc1ccccc1OCC(=O)Nc1ccc(S(N)(=O)=O)cc1	-5	-5%	62	0%
CC(NC(=S)Nc1ccccc1Cl)C(c1ccccc1)N1CCOCC1 (centres undefined)	·	-4%	15	·
Cc1cc(C)cc(OCc2nnc(SCC(=O)c3ccc(Br)cc3)o2)c1	-6	-14%	38	5%
CCOc1ccc(-c2nc(CSc3nncs3)cs2)cc1OC	-4	-10%	-3	-7%
CCC1(C)CC(CC(=O)O)(c2ccccc2OC)CCO1 (centres undefined)	-5	1%	-18	-1%
C=CCNC1=C(Cl)C(=O)N(c2ccccc2Cl)C1=O	12	-14%	18	-14%
Cn1cc(SCC(=O)Nc2ccc3c(c2)OCCO3)c2ccccc21	2	-1%	1	-10%
COc1ccc(Cl)cc1NC(=O)C(C)OC(=O)c1ccc(NS(=O)(=O)c2ccc3[nH]c(=O)[nH]c3c2)cc1 (centres undefined)	·	-3%	-19	·
COc1cc(S(=O)(=O)n2nc(C)cc2C)c(OC)cc1Cl	2	-5%	37	6%
CCCc1ccc(-c2cc(C(=O)NCCc3ccc(S(N)(=O)=O)cc3)c3ccccc3n2)cc1	6	0%	120	-15%
CC(=O)N1CCC2(CC1)CCN(C(=O)Nc1cccc(F)c1)CC2	·	4%	·	-6%
COc1cc(OC)cc(-c2nnc(SCC(=O)N3CCCc4ccccc43)o2)c1	12	-12%	?	4%
Nc1nc(Br)c2c(F)cccc2c1-c1ccc(F)cc1	-12	-4%	-18	-10%
Cc1noc(C)c1COc1cccc(C(=O)Nc2ccc(C#N)cc2)c1	10	-9%	26	-2%
CCSc1nnc(NC(=O)CSc2nccn2-c2cc(C)cc(C)c2)s1	-4	-8%	30	-2%
CC1CC(C)CN(C(=O)COC(=O)c2ccc[nH]c2=O)C1 (centres undefined)	-2	3%	5	-1%
COc1cc(OC)c(/C=N/NC(N)=S)cc1Br	·	-4%	15	·
O=C1N(CN2CCC3(CC2)OCCO3)c2ccccc2C12OCCCO2	-6	-1%	-16	-5%
C=CCOc1c(Br)cc(CNc2ccc(NC(=O)C(C)C)cc2)cc1OCC	-7	1%	-4	·
CCCCCC(=O)Nc1sc(C)c(C)c1C#N	·	-10%	?	·
CCOC(=O)CCC(=O)c1c(C)oc2ccc(OC)cc12	0	0%	-25	-1%
CC(C)CCCC(C)C1CCC2C3=CC[C@@H]4CC(O)CC[C@@]4(C)C3CC[C@]21C (some centres undefined)	·	-5%	·	4%
CC(NC(=O)CCc1ccccc1)c1cc2c(cc1Cl)OCCO2 (centres undefined)	·	2%	?	·
CCOc1ccc2c(c1)s/c(=N\S(=O)(=O)c1ccc(OC)cc1)n2C(F)F	10	-11%	-15	2%
CC(C)C(C(=O)Nc1sc2c(c1C#N)CCCCC2)N1C(=O)c2ccccc2C1=O (centres undefined)	10	0%	57	-6%
c1ccc(Cc2nn3c(COc4ccccc4)nnc3s2)cc1	2	-4%	?	-20%
COc1ccc2c(c1)C(=O)OC2CC(=O)O (centres undefined)	2	-4%	14	-7%
CCN(CC)CC(=O)n1c2c(c3ccccc31)CCCC2	2	-7%	-100*	26%
Cc1cccc(C#N)c1NC1=CC(=O)CC(C)(C)C1	-1	0%	22	-1%
COc1cccc(-c2cc(C(=O)N3C(C)CCCC3C)no2)c1 (centres undefined)	6	0%	-91*	5%
CSCCC=O	·	1%	·	-6%
O=[N+]([O-])c1ccc(O)c(/C=N/n2cnc3ccccc32)c1	9	-4%	-18	·
c1ccc(-c2noc(CSc3nnnn3-c3ccccc3)n2)cc1	4	-10%	-5	1%
O=C(/C=C/c1ccccc1)NC(NC(=S)Nc1ccc(Cl)cc1Cl)C(Cl)(Cl)Cl (centres undefined)	7	0%	?	·
O=C(/C=C/c1ccccc1)NCCSCc1ccc(Cl)cc1	·	-2%	-5	·
O=C(OCC(=O)N1CCCc2ccccc21)c1ccc(Cl)nc1	-2	3%	-2	·
CCC(=O)NCCNC(=O)c1c(SC)nsc1SC	9	1%	9	0%
CCOC(=O)CCSc1nc(-c2ccccc2)cc(C(F)(F)F)n1	9	-3%	-7	·
CCOC(=O)c1sc(C)c2c1NC1(CCCCCC1)NC2=O	-3	-11%	18	5%

Continued:
Compound	IMPase inh	ALOX12 inhib	PNC inhibitor	ALOX15B inhib
O=C(NNC(=O)c1sccc1-n1cccc1)c1ccc(Cl)cc1	-6[1.84 µM]	-1%	?	-2%[11.4 µM]
CC(C)CCn1c(CN2CCOCC2)nc2c1c(=O)n(C)c(=O)n2C	13	2%	?	0%
CCc1nnc(NC(=O)CSc2nnc(C3CCCCC3)n2-c2cccc(Cl)c2)s1	·	-3%	5	·
O=C(O)c1cc2ccccc2[nH]1	·	1%	·	-12%
CCOC(=O)c1c(-c2cccs2)csc1NC(=O)c1ccco1	-5	5%	-100*	·
O=c1oc(-c2ccccc2)nc2sc3c(c12)CCC3	·	7%	25	·
Cc1ccc(-c2nnn(CC(=O)O)n2)cc1	-2	0%	30	-2%
CCC1CCCCN1CC(=O)c1c(C)[nH]c2ccccc12 (centres undefined)	23	-2%	23	0%
COc1ccc(OCc2nnc(SCC(=O)N3c4ccccc4Sc4ccc(Cl)cc43)o2)cc1	2	4%	16	·
NC(=O)C1(N2CCCCC2)CCN(c2nc(-c3ccccc3)cs2)CC1	-3	-4%	?	15%
Cc1ccc(Cn2c(=S)[nH]c3ccc(N4CCOCC4)cc3c2=O)o1	11	-22%	-1	-13%
Cc1nc(C(=O)Nc2ccc(Cl)cc2Cl)nn1-c1cc(OC(C)C)c(Cl)cc1Cl	0	0%	-3	-1%
CCCCCCCCCCCCCCC1CO1 (centres undefined)	·	-1%	·	3%
COc1ccc(NC(=O)CN(c2cccc(F)c2)S(C)(=O)=O)cc1OC	5	9%	?	-2%
O=C(O)c1ccccc1C1c2ccccc2Oc2ccccc21	·	1%[11.4 µM]	·	-8%[11.4 µM]
COc1cccc2sc(Nc3nc(-c4ccccn4)cs3)nc12	-12	-8%	-14	57%[activator]
O=C(NC1CCCCC1)C(c1ccc(Cl)cc1)N1CCC2(CC1)OCCO2 (centres undefined)	3	-4%	?	8%
Cc1cccc(NC(=O)c2ccc(OCC3CCCO3)cc2)c1C (centres undefined)	·	-1%	-5	·
O=C(CSc1nnnn1Cc1ccccc1)Nc1ccc2c(c1)OCCO2	2[9.22 µM]	-5%	-10	-2%
C=C1CCC2C(C)(CO)C(O)CCC2(C)C1C/C=C1\C(=O)OCC1O (centres undefined)	-3	0%	·	-10%
O=C(CCCC(=O)N(CC(=O)NC1CCCCC1)Cc1ccco1)Nc1ccccn1	0	-3%	17	8%
CCC(=O)Nc1ccc(N2CCC(C)CC2)cc1	·	5%	39	·
COc1cccc(/C=N/NC(=O)c2ccc(OCc3cccc(Br)c3)cc2)c1	14	0%	53	12%
CCOC(=O)C1=C(CC)OC(N)=C(C#N)C1c1cc(OC)ccc1OC (centres undefined)	-6	-7%	3	6%
CC(=O)/C(=N\Nc1ccc(Cl)cc1)Sc1nnc(-c2ccccc2)n1-c1ccccc1	-14	2%	?	·
C/C(=N/NC(=O)CNC(=O)COc1ccccc1)c1ccco1	17	-1%	18	·
CC1(C)CC(OC(=O)c2ccccc2)CC(C)(C)N1	-9	1%	-3	16%
C=CCOc1ccc(CNc2nccs2)cc1OCC	9	-6%	74	·
COc1ccc(-c2nc(C)ncc2-c2csc(C)n2)c(O)c1	-4	5%	-1	-11%
CC1CCc2c(sc(NC(=O)CSc3nc4c(c(C(F)(F)F)n3)CCc3ccccc3-4)c2C(N)=O)C1 (centres undefined)	-13	0%	?	·
COc1ccc(CNC(=O)c2cnc(C)cn2)c(OC)c1	7	-13%	5	6%
O=C(NCc1ccc2c(c1)OCO2)c1cnc2ccccn2c1=O	15	-8%	?	0%
CCOC(=O)C(C)Sc1nc(-c2cccs2)ccc1C#N (centres undefined)	?	-10%	?	-23%
O=S(=O)(NC1c2cccc3cccc(c23)C1N1CCN(CCO)CC1)c1ccccc1 (centres undefined)	?	5%	?	33%[activator]
CCNC(=O)COC(=O)c1cc(=O)[nH]c2ccccc12	3	0%	76	·
COc1ccc(C2=NN(C(=O)CSc3ncccn3)C(c3ccc(OC)cc3)C2)cc1 (centres undefined)	6	2%	?	·
CCOC(=O)N1CCC(Nc2cc(C)nc3c(-c4ccccc4OC)c(C)nn23)CC1	-6	-1%	?	2%
O=C(c1ccc2c(c1)OCO2)N1CCN=C1SCc1ccccc1	18	-1%	30	·
CCOC(=O)CSC1=C(C#N)C(c2ccccc2OCC)C(C(=O)OCC)C(=O)N1 (centres undefined)	3	-8%	52	-6%
O=C(CCN1C(=O)c2ccccc2C1=O)Nc1cccc(F)c1	15	-3%	1	-2%
Cc1ccc(Oc2ccc(-c3nnc(-c4ccccc4)o3)cc2[N+](=O)[O-])cc1C	·	2%	?	·
COc1ccc(/C=C2\CN(Cc3ccccc3)C/C(=C\c3ccc(OC)cc3)C2=O)cc1	·	-22%	45	·
Cc1c2cnccc2c(C)c2c1c1ccccc1n2CCOC(=O)c1ccccc1	·	-1%[11.4 µM]	·	32%[activator][11.4 µM]
C=C(C)Cn1c(COc2ccccc2)nnc1SCC(=O)O	0	-2%	?	-6%
Cc1ccccc1Nc1ncccc1C(=O)N1CCOCC1	-2	3%	84	7%
CCSc1ccccc1C(=O)NCCCn1ccnc1	-1	-1%	?	-6%

One compound at a time, as listed above:
COc1ccc(/C=C2\CN(Cc3ccccc3)C/C(=C\c3ccc(OC)cc3)C2=O)cc1 is entered as IMPase inh = ·; ALOX12 inhib = -22%; PNC inhibitor = 45; ALOX15B inhib = ·
O=S(=O)(NC1c2cccc3cccc(c23)C1N1CCN(CCO)CC1)c1ccccc1 (centres undefined) is entered as IMPase inh = ?; ALOX12 inhib = 5%; PNC inhibitor = ?; ALOX15B inhib = 33%[activator]
